Yeast growth inh = yeast BB579 growth reduction in restrictive medium | S. cerevisiae BB579 growth, OD615, 48 h | inhibition, % at 10 µM | 140,000 compounds, 0.51% hits | AID 804;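 active = inhibition above a set limit, 3 SD over the mean compound inhibition, cut at about 44% in these data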; note: inactives centre near -24
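Material: Saccharomyces cerevisiae DeaD strain BB579, replicative lifespan model yeast; buffer or medium: CSMM-D restrictive synthetic medium containing dextrose (glucose); compound: 10 µM single dose, DMSO 0.25%; timing: 48 h compound exposure at 30 °C after 4 h preincubation; signal: turbidity as optical density at 615 nm; benchmarks: positive control amphotericin B 10 µg/mL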
Yeast life ext = yeast lifespan extension. S. cerevisiae growth with nicotinamide, OD615; deaD strain in restrictive glucose medium. inhibition of the nicotinamide effect, % at 10 µM. 130,000 compounds, 0.68% hits. AID 775;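 active = inhibition above a set limit, placed 3 SD over the median of all compounds, cut at about 26% in these data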;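 note: 0% = nicotinamide-treated wells and 100% = cells grown without nicotinamide; some compounds called inactive have numbers as strong as hits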
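Assay system: DeaD-strain S. cerevisiae. Medium: CSMM-D glucose medium, restrictive. Reagent: nicotinamide, 1.5 mM, co-present with compound. Compound: 10 µM single point, 0.25% DMSO. Schedule: culture preincubation 4 h, compound exposure 48 h, both 30 °C. Detection: absorbance at 615 nm.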
NPY Y2 blocker = antagonists of human neuropeptide Y receptor Y2 | NPY-Y2 expressing cells, antagonist mode | 140,000 compounds, 0.99% hits | inhibition, % at 2.7 µM | P49146; in the data active = inhibition above about 17%;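 note: 0% = vehicle with agonist challenge and 100% = reference antagonist with challenge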
Target sequence (P49146 whole entry, looked up): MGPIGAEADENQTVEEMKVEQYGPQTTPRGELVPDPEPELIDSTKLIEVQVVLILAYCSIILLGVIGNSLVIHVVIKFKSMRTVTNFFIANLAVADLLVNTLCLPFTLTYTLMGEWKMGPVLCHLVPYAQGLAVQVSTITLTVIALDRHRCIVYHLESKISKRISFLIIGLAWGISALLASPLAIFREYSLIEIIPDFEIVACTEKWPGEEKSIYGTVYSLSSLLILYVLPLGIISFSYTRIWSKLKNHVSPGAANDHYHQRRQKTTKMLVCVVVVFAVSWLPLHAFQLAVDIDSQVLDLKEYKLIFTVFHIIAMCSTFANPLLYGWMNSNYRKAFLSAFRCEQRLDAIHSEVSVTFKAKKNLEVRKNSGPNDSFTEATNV
MRP-1 activ = activators of MRP-1. H69AR cells + doxorubicin, viability rescue, CellTiter-Glo. viability increase, % at 10 µM. 140,000 compounds, 0.61% hits;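 active = viability gain under doxorubicin at or above a set limit, the compound median plus 3 SD, cut at about 4.7% in these data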;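 note: MRP-1 overexpressing cells given doxorubicin 25 µM after compound pretreatment; 18-22 h compound pretreatment then 72 h with doxorubicin before readout; 0% = doxorubicin-only wells and 100% = vehicle-treated cells without doxorubicin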
Phagocytosis inh = macrophage phagocytosis inhibition | J774A.1 macrophage IgG-bead phagocytosis, imaging | inhibition, % at 5 µM | 110,000 compounds, 0.07% hits;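 active = inhibition above the mean of the plate negative controls plus 5 SD, cut at about 13% in these data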;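 note: phagocytic index as fraction of beads internalized from green versus red external bead signal; plate controls were DMSO negative control for no effect and cytochalasin-D positive control for full effect; some results beyond the cut were filed as inactive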
GALR2 blocker = blocks the human galanin receptor 2; inhibition, % at 4 µM; O43603; GALR2-expressing cells, antagonist mode; 140,000 compounds, 0.39% hits; AID 828; in the data active = inhibition above about 27%;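 note: cells stimulated with galanin 1-16 at roughly its EC80; 0% = agonist challenge control and 100% = basal control without agonist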
Target sequence (O43603 whole entry, looked up): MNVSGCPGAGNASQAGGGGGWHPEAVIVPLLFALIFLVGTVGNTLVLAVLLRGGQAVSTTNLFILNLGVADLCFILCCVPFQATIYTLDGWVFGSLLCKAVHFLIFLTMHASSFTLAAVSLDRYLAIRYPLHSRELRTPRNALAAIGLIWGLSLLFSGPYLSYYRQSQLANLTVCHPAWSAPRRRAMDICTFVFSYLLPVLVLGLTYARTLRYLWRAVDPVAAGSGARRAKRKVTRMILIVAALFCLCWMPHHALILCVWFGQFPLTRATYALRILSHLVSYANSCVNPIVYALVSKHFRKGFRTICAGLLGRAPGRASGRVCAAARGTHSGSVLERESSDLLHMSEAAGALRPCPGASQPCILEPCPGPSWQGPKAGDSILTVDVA
PTEN del growth = growth suppressors of cells with PTEN tumor suppressor deletion | HCT116 PTEN-null viability, CellTiter-Glo, 60 h; stronger effect = lower value | viability, % at 10 µM | 140,000 compounds, 1.2% hits | AID 827;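 active = viability at or below a set limit, 4 SD under the median of all tested compounds, cut at about 3.7% in these data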;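 note: PTEN knockout HCT116 line with beta catenin targeted HCT116 as companion control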
Measles CPE = protection of cells from measles virus; Measles virus-infected cells, CPE protection, absorbance; protection (pct of control), % at 4 µM; 140,000 compounds, 1.5% hits; in the data active = protection mostly above about 24%, no sharp cut-off; inactive = mostly below about 26%; note: some compounds called inactive have numbers as strong as hits
bCat KO growth = beta-catenin-lacking colon tumor cell growth suppression; HCT116 beta-catenin knockout viability, CellTiter-Glo, 60 h; stronger effect = lower value; viability, % at 10 µM; 140,000 compounds, 1.5% hits; AID 818;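 active = viability at or under a set limit, the compound median less 4 SD, cut at about 6% in these data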;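 note: 0% = Hyamine 1622 control at 20 µM and 100% = untreated cell control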
E-sel TNF inh = TNF alpha driven E-selectin expression inhibition. 120,000 compounds, 0.71% hits. AID 1246. inhibition, % at 2 µM. HUVEC TNFa-induced E-selectin immunofluorescence, high content;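 active = inhibition above the batch mean plus 3 SD, and confirmed as a hit on visual image review, cut at about 43% in these data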;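 note: 0% = TNF-stimulated DMSO wells and 100% = unstimulated control wells; not every result past the cut was called active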
The depositor's hits bear a star; / = not tested or not shown.

SMILES	Yeast growth inh	Yeast life ext	NPY Y2 blocker	MRP-1 activ	Phagocytosis inh	GALR2 blocker	PTEN del growth	Measles CPE	bCat KO growth	E-sel TNF inh
CN(C)S(=O)(=O)N1CCN(C(=O)c2ccccc2Cl)CC1	-14	-12	-1	-0.1	0	-12	96	5	99	-8
C=CCc1cccc(/C=N/c2nc3ccccc3n2CC)c1O	-59	2	9	-1.4	0	1	97	5	90	/
COc1ccc(-c2nn(-c3ccccc3)cc2C#N)cc1	1	-5	1	-0.7	0	-8	96	2	94	28
CN(C)Cc1nc2c([nH]1)c(=O)n(C)c(=O)n2C	-20	-2	1	0.2	-2	-10	105	4	94	/
CCCCC(=O)N/N=C/c1cc([N+](=O)[O-])ccc1N1CCOCC1	-4	0	0	-1.1	1	-3	77	6	73	-6
Cc1ccc2c(c1)cc(C)c1nnc(SCC(=O)NCc3ccco3)n12	-38	-7	2	-1.3	/	5	95	/	96	20
Cc1cc(C)n(-c2nncn2/N=C/c2ccccc2F)n1	-36	-16	3	-1.7	-1	-4	102	30	100	/
COc1cccc2sc(Nc3nnc(-c4cccs4)o3)nc12	-50	5	1	-3.2	3	4	8	4	2.6*	-16
CC(C)=CCC/C(C)=C/CN(CC(C)O)CC(C)O (stereo not given)	-17	-1	2	0.1	1	8	97	11	96	-1
Cc1ccnc(NC(=O)CCCc2ccccc2)c1	-35	-6	3	0.4	-4	-1	93	4	87	-2
Cc1ccc(CNC(=O)c2cnccn2)cc1	-18	1	1	0.2	-5	2	102	18	93	/
CCNC(=S)Nc1cccc(Cl)c1C	-22	-10	3	-1.4	-1	10	101	12	109	8
Cc1cc(C(=O)Nn2c(-c3ccc(Br)cc3)nc3ccccc3c2=O)ccc1[N+](=O)[O-]	-31	3	6	-4.0	-10	7	75	15	73	6
Cc1ccc(-c2cc(C(=O)NCc3ccco3)no2)cc1	-38	-7	12	1.5	-2	5	109	4	101	-8
CN1/C(=C\C=C(/C#N)C(=O)Nc2ccc(Cl)cc2)C(C)(C)c2ccccc21	-41	7	4	-2.0	-4	-12	86	11	90	/
CCOC(=O)c1cc2ccccc2nc1C	2	-25	2	1.2	-1	-12	100	41	101	6
CCC(C)NC(=O)C1CCCCN1S(=O)(=O)c1ccc(F)cc1 (stereo not given)	-9	-8	3	-0.7	-3	-10	99	5	102	6
CCCC(c1nnnn1Cc1ccccc1)N1CCC(C(N)=O)CC1 (stereo not given)	-23	-5	2	-0.9	0	1	93	12	105	-8
CCC(=O)Nc1c(C)nn(-c2ccc(C)c(C)c2)c1C	-15	1	0	-1.2	0	0	96	20	80	-14
COc1ccc(Cc2nnc(NC(=O)CSc3ccccc3)s2)cc1OC	-43	2	9	-0.1	/	3	103	16	101	/
COCCNC(=O)c1ccc(CS(=O)(=O)c2ccc(C)cc2)o1	-26	-11	0	-0.8	0	-3	88	24	88	/
COc1ccc(-c2csc(C)n2)cc1OC	-51	-11	-2	0.2	0	-11	107	11	105	18
Cc1ccc(S(=O)(=O)NCc2cccnc2)s1	-1	-8	6	-1.2	3	6	97	11	96	-11
CN(C)c1ccc(C2C3C(=O)NC(=O)C3ON2c2ccc(Cl)cc2)cc1 (stereo not given)	-11	-7	0	1.6	0	-4	108	15	88	-6

Whole records, looked up by structure. Order of screens: Yeast growth inh | Yeast life ext | NPY Y2 blocker | MRP-1 activ | Phagocytosis inh | GALR2 blocker | PTEN del growth | Measles CPE | bCat KO growth | E-sel TNF inh
Shown for `COCCNC(=O)c1ccc(CS(=O)(=O)c2ccc(C)cc2)o1` = -26 | -11 | 0 | -0.8 | 0 | -3 | 88 | 24 | 88 | /
Shown for `Cc1cc(C(=O)Nn2c(-c3ccc(Br)cc3)nc3ccccc3c2=O)ccc1[N+](=O)[O-]` = -31 | 3 | 6 | -4.0 | -10 | 7 | 75 | 15 | 73 | 6
Shown for `CCC(C)NC(=O)C1CCCCN1S(=O)(=O)c1ccc(F)cc1` (stereo not given) = -9 | -8 | 3 | -0.7 | -3 | -10 | 99 | 5 | 102 | 6

Remaining list, next part.
SMILES	Yeast growth inh	Yeast life ext	NPY Y2 blocker	MRP-1 activ	Phagocytosis inh	GALR2 blocker	PTEN del growth	Measles CPE	bCat KO growth	E-sel TNF inh
Cc1cccc(CSc2nc3c(cc2C#N)CCC3)c1	-40	/	2	-0.5	/	-1	95	26	102	-26
CCOC(=O)C1CCCN(C(=O)/C=C/c2cccc([N+](=O)[O-])c2)C1 (stereo not given)	-32	-6	2	-0.9	/	-6	/	4	100	9
Cc1ccc(-c2nc3ccccc3[nH]2)cc1N	-58	1	4	-0.5	0	4	87	7	82	-21
N#Cc1c(NC(=O)C2CC(c3ccccc3O)=NO2)sc2c1CCC2 (stereo not given)	-10	-8	13	0.0	-11	-5	90	14	92	/
Cc1ccc(-n2nc(C)c3c(C)c(CCC(=O)NC(C)c4ccccc4)c(C)nc32)cc1 (stereo not given)	-22	-7	0	-3.1	-1	-14	54	13	42	/
Cc1c(/C(O)=C2\C(=O)C(=O)N(CCN(C)C)C2c2ccco2)cnn1-c1ccccc1 (stereo not given)	-5	-9	4	0.5	0	-8	106	3	106	16
CCOc1cc(-c2c(C#N)c(N)nc3c2CCc2ccccc2-3)ccc1O	-30	1	5	-4.4	-4	13	47	26	50	8
COc1cc2c(cc1OC)C(c1cccs1)N(C(=O)C(C)C)CC2 (stereo not given)	19	-13	15	1.9	/	5	94	20	98	/
Cc1cc(-n2nc(C)cc2C)n2ncc(-c3ccccc3)c2n1	-43	-10	2	0.6	-2	8	99	12	106	0
N=C1S/C(=C\c2cn[nH]c2-c2ccc(F)cc2)C(=O)N1c1ccccc1F	-18	1	-1	1.4	-10	-4	75	17	82	/
O=C(Nc1ccc2c(c1)oc1ccccc12)c1ccncc1	-13	-11	1	0.6	-2	1	83	1	86	/
Cc1ccc(C)c2sc(NC(=O)c3ccc(N4C(=O)CCC4=O)cc3)nc12	-16	2	-2	1.1	/	0	91	2	96	44
COCc1cc(=O)[nH]c(Sc2c(-c3ccccc3)c3ccc(Cl)cc3[nH]c2=O)n1	-1	-1	2	-0.8	-5	6	102	3	100	/
O=C1CC2(CCCCC2)Oc2ccc(O)cc21	-27	-5	3	-1.5	-2	-8	86	0	83	17
CC(C)Sc1nc2c(cnn2-c2ccccc2)c(=O)[nH]1	-21	-9	2	-1.7	0	8	104	35	93	3
CCOc1ccc(C(=O)C(CN2CCOCC2)c2ccccc2)cc1 (stereo not given)	-71	49*	2	-5.5	-3	16	2.7*	16	3.1*	9
COc1ccc2nc(/N=C\N(C)C)sc2c1	-20	-27	1	-2.5	/	-2	101	16	92	4
CCCCNc1ccc(S(N)(=O)=O)cc1[N+](=O)[O-]	-16	-2	4	-0.2	1	5	99	5	92	-34
COC(=O)C(C(=O)OC)C(C[N+](=O)[O-])c1ccc(OC)cc1 (stereo not given)	-5	-5	-1	-3.4	/	6	77	9	81	-17
CCOc1ccc(/C(O)=C2/C(=O)C(=O)N(Cc3cccnc3)C2c2ccc(N(C)C)cc2)c(C)c1 (stereo not given)	-25	-12	1	-0.6	/	1	109	14	97	-23
CN(C)/C=C/C=C1C(=O)CCCC1=O	-19	/	4	-2.0	/	0	84	28	95	-14
COC(=O)c1cccc(NC(=S)NCCC2=CCCCC2)c1	-25	-8	8	-4.2	/	5	30	8	13	20
Cc1ccc2oc(=O)c3cnn(CC(=O)N4CCN(c5ccccn5)CC4)c3c2c1	5	-5	2	-1.9	0	0	87	15	92	/
CC(=O)N1CCCc2cc(S(=O)(=O)N(C)CCC#N)ccc21	0	-5	1	-2.6	0	-3	100	29	93	/
CC(C)n1nnc2c(=O)oc3ccccc3c21	-4	2	0	-1.1	0	-5	93	7	95	/
Cc1ccc(C23CC4CC(CC(C(=O)OCC(=O)NC5CCS(=O)(=O)C5)(C4)C2)C3)cc1 (stereo not given)	-34	15	0	-3.4	-14	3	85	6	81	25
CCOC(=O)c1sc(NC(=O)c2cc(-c3ccc(C)cc3)nc3ccccc23)c(C#N)c1C	-37	-14	9	-5.0	-3	6	25	13	38	-24
CCCCCCc1cc2cc(C(=O)Nc3cccc(OC)c3)c(=O)oc2cc1O	-25	6	-2	-4.8	-14	-8	5	3	5.3*	/
Cn1cc(SCC(=O)Nc2nccs2)c2ccccc21	-13	-13	1	-2.4	0	9	93	20	95	-12
CCn1c(SCC(=O)c2ccc(NS(=O)(=O)c3ccccc3)cc2)nnc1-c1cccs1	-17	1	5	-2.8	-1	2	97	22	100	31
O=C1Nc2ccc(Br)cc2C1=Nc1ccc(-c2nnc3n2CCCCC3)cc1	28	-7	-1	-4.1	-1	6	92	15	89	12
COCCn1nnnc1C(c1cc(OC)ccc1OC)N1CCc2ccccc2C1 (stereo not given)	-34	7	4	-3.5	2	3	79	10	86	-7

Structures above that have an aryl methoxy group, in the order listed:
SMILES	Yeast growth inh	Yeast life ext	NPY Y2 blocker	MRP-1 activ	Phagocytosis inh	GALR2 blocker	PTEN del growth	Measles CPE	bCat KO growth	E-sel TNF inh
COc1ccc(-c2nn(-c3ccccc3)cc2C#N)cc1	1	-5	1	-0.7	0	-8	96	2	94	28
COc1cccc2sc(Nc3nnc(-c4cccs4)o3)nc12	-50	5	1	-3.2	3	4	8	4	2.6*	-16
COc1ccc(Cc2nnc(NC(=O)CSc3ccccc3)s2)cc1OC	-43	2	9	-0.1	/	3	103	16	101	/
COc1ccc(-c2csc(C)n2)cc1OC	-51	-11	-2	0.2	0	-11	107	11	105	18
COc1cc2c(cc1OC)C(c1cccs1)N(C(=O)C(C)C)CC2 (stereo not given)	19	-13	15	1.9	/	5	94	20	98	/
COc1ccc2nc(/N=C\N(C)C)sc2c1	-20	-27	1	-2.5	/	-2	101	16	92	4
COC(=O)C(C(=O)OC)C(C[N+](=O)[O-])c1ccc(OC)cc1 (stereo not given)	-5	-5	-1	-3.4	/	6	77	9	81	-17
CCCCCCc1cc2cc(C(=O)Nc3cccc(OC)c3)c(=O)oc2cc1O	-25	6	-2	-4.8	-14	-8	5	3	5.3*	/
COCCn1nnnc1C(c1cc(OC)ccc1OC)N1CCc2ccccc2C1 (stereo not given)	-34	7	4	-3.5	2	3	79	10	86	-7

No enrichment for hits; 6.1% or so of the library scored in one or more.
